# TNAP activation fold: human TNAP enzyme activators, primary screen, biochemical, luminescent, no phosphate acceptor, uHTS (AID 1001); purified TNAP, luminescent activation assay, no phosphate acceptor; higher activation fold means a stronger effect; activation fold at 20 µM; hits with a dose series show EC50 in µM; 200,000 tested, 0.03% active; in the data active = activation fold from about 3, or a potency from the dose series; inactive = the rest, 99 in 100 with activation fold below about 1.6; also: many of its hits are not listed in these tables
# PMI inhibition: MPI inhibition at elevated mannose 6-phosphate – biochemical, fluorescence intensity, high mannose 6-phosphate, primary screen (AID 1220) | recombinant PMI enzyme, coupled fluorescence intensity; higher % means a stronger effect | one-dose inhibition, % at 20 µM; IC50 in µM for titrated hits | 190,000 tested, 0.66% active
# SV40 large T antigen: TAg ATPase/helicase activity blockers – biochemical (AID 1903); SV40 large T antigen ATPase/helicase inhibition assay; higher % means a stronger effect; inhibition, % at 20 µM; hits with a dose series show IC50 in µM; 310,000 tested, 0.39% active; in the data active = a potency from the dose series; inconclusive = inhibition mostly from about 32% at the one dose, without a potency; inactive = the rest, 99 in 100 with inhibition below about 32%; also: strong numbers were not always called active
# Ins promoter up: MIN6 insulin promoter up-regulation; 190,000 tested, 0.3% active; z-score at 5 µM; AID 1625; MIN6 insulin promoter-GFP reporter, high-content imaging; stronger effect = higher value;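 active = z-score above 3 at 5 µM with at least 500 cells counted in the well; inconclusive = wells under 500 cells, flagged as cytotoxic or low count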
# PhoP inhibition: inhibitors of PhoP regulon expression, primary screen, Salmonella Typhimurium, GFP reporter (AID 1863) | inhibition, % at 50 µM, or IC50 in µM where a hit was titrated | S. Typhimurium PhoP-regulated promoter GFP reporter, 4 h; higher % means a stronger effect | 300,000 tested, 0.16% active;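 active = inhibition over 29.93%, a cutoff 3 SD above the screen mean, later confirmed by dose response; inconclusive = inhibition over 29.93% but no dose response follow-up; inactive = inhibition at most 29.93% or unconfirmed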;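 also: 0% = low Mg2+ inducing control and 100% = high Mg2+ repressing control; strong numbers were not always called active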
# ER stress rescue: rescue of cells from ER stress-induced death, primary screen, 384-well, CSM14.1, thapsigargin, ATP luminescence (AID 1222); 190,000 tested, under 10 active; one-dose cellular ATP content (survival), % at 20 µM; EC50 in µM for titrated hits; CSM14.1 thapsigargin-induced death rescue, ATP luminescence; higher % means a stronger effect;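 active = EC50 below 50 µM in the dose-response confirmation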;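 also: death triggered by thapsigargin at about 15 µM added after 2 h compound pretreatment; cell ATP read after overnight thapsigargin exposure of roughly 18 to 22 hours; normalized against plate controls of thapsigargin alone and 5% DMSO vehicle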
# West Nile antiviral: West Nile virus antiviral activity, cell-based, CPE readout (AID 1621). West Nile virus-infected cells, CPE inhibition; higher % means a stronger effect. CPE inhibition, % at 10 µM; hits with a dose series show IC50 in µM. 290,000 tested, 0.02% active; in the data active = a potency from the dose series; inconclusive = CPE inhibition mostly from about 3.7% at the one dose, without a potency; inactive = the rest, 99 in 100 with CPE inhibition below about 2.2%; also: strong numbers were not always called active
# human PMI inhibition: inhibitors of human PMI, primary screen, biochemical, fluorescence intensity, coupled assay (AID 1209); inhibition, % at 20 µM, or IC50 in µM where a hit was titrated; purified PMI enzyme, coupled fluorescence intensity; higher % means a stronger effect; 190,000 tested, 0.42% active;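 also: plate controls were DMSO vehicle for no effect and wells lacking substrate for full effect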
# RSV CPE inhibition: RSV antiviral activity via CPE protection, HEp-2 cells, primary 10 µM value included (AID 2391) | HEp-2 cells, RSV-induced CPE inhibition; higher % means a stronger effect | one-dose CPE inhibition, % at 10 µM; IC50 in µM for titrated hits | 310,000 tested, 0.13% active; in the data active = a potency from the dose series; inconclusive = CPE inhibition mostly from about 23% at the one dose, without a potency; inactive = the rest, 99 in 100 with CPE inhibition below about 21%; also: strong numbers were not always called active
# Ins promoter up cell count: also measured in Ins promoter up; calls as there; cell count; measured here: cytotoxicity, nuclei count;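 total cells summed across four imaged fields per well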
# * hit, by the source's call; ? = inconclusive; . = not tested or not shown. Rule as the data show it, unless noted: active = inhibition above about 50%; inactive = the rest.
SMILES,TNAP activation fold,PMI inhibition,SV40 large T antigen,Ins promoter up,Ins promoter up cell count,PhoP inhibition,ER stress rescue,West Nile antiviral,human PMI inhibition,RSV CPE inhibition
CC(=O)c1cccc(NC(=O)Nc2cnn(Cc3ccc(F)cc3)c2)c1,1,-4%,0%,0.32,1118,10%,-1.1%,-0.6%,-4%,.
Cc1ccc2c(CC(=O)NCc3ccco3)coc2c1C,1.2,13%,3%,-0.45,1753,4%,-2.5%,0.5%,18%,1.5%
O=C(NCCCN1CCCC1=O)c1ccccc1NS(=O)(=O)c1ccc(Br)cc1,1.1,-9%,1%,0.31,834,-14%,0.2%,-0.1%,-2%,0.9%
COC(=O)\C(C(C)=O)=C(/C=C/C=C/N(C)C)N(C)C,0.9,18%,6%,1.4,1064,3%,-1.1%,0.4%,10%,0.6%
CC(C)=CCN1CCN(Cc2ccc(Oc3ncccn3)cc2)CC1CCO (centres undefined),1,11%,1%,.,.,8%,0.6%,-0.8%,10%,0.3%
Cc1c(Cl)cccc1NC(=O)CNc1ccccc1F,1.1,2%,1%,0.34,1440,13%,0.5%,0.4%,9%,0.5%
COc1cccc(-c2nn3c(-c4cccc(C)c4)nnc3s2)c1,1.1,12%,9%,0.12,1339,4%,.,-0.6%,2%,1.8%
O=C(c1ccco1)N1CCC(c2ccccc2)C1 (centres undefined),0.8,-6%,18%,1.2,1293,9%,.,0.7%,-14%,-0.3%
COC(=O)c1ccc(/C=N/n2cnnc2)cc1,1.1,0%,2%,0.17,1036,3%,0.3%,-0.1%,-4%,2.5%
Cn1c(SCC(=O)NCc2ccco2)nnc1-c1cccs1,1,4%,4%,0.77,1219,-3%,-1.3%,-0.2%,8%,0.2%
CCCC(=O)Nc1ccc2oc(-c3cccnc3)nc2c1,1,11%,-1%,-0.62,1748,-1%,-2.6%,0.3%,4%,0.7%
CCC1CCCCN1CCCNC(=O)c1ccc2c(c1)c(C)c(C)n2C (centres undefined),.,.,8%,.,.,2%,.,-0.4%,.,-0.6%
Cc1cc(NS(=O)(=O)c2ccc(NC(=O)/C=C/c3ccc(Br)cc3)cc2)no1,.,.,11%,.,.,6%,.,0.3%,.,5.1%
Cc1[nH]c2c(Br)cccc2c1[C@H]1[C@@H](CC#N)C1(C)C,1.1,12%,12%,0.21,1674,7%,-1.4%,-0.8%,12%,?
COc1cc(-c2nnc(-c3cc(OC)c(OC)c(OC)c3)o2)cc(OC)c1OC,1.1,5%,7%,-0.35,1232,0%,-0.5%,0.3%,8%,5.5%

# A draw from above in order of heavy-atom count, falling.
SMILES,TNAP activation fold,PMI inhibition,SV40 large T antigen,Ins promoter up,Ins promoter up cell count,PhoP inhibition,ER stress rescue,West Nile antiviral,human PMI inhibition,RSV CPE inhibition
CC(C)=CCN1CCN(Cc2ccc(Oc3ncccn3)cc2)CC1CCO (centres undefined),1,11%,1%,.,.,8%,0.6%,-0.8%,10%,0.3%
CC(=O)c1cccc(NC(=O)Nc2cnn(Cc3ccc(F)cc3)c2)c1,1,-4%,0%,0.32,1118,10%,-1.1%,-0.6%,-4%,.
Cn1c(SCC(=O)NCc2ccco2)nnc1-c1cccs1,1,4%,4%,0.77,1219,-3%,-1.3%,-0.2%,8%,0.2%

# Carrying on:
SMILES,TNAP activation fold,PMI inhibition,SV40 large T antigen,Ins promoter up,Ins promoter up cell count,PhoP inhibition,ER stress rescue,West Nile antiviral,human PMI inhibition,RSV CPE inhibition
CC(=O)c1ccc(OCCCC(=O)n2nnc3ccccc32)cc1,1,1%,4%,0.4,982,-16%,-0.6%,0.1%,-2%,-0.5%
Cc1ccc(S(=O)(=O)N(C)C)cc1NC(=O)COC(=O)c1ccc2c(c1)OCCO2,1.1,5%,14%,-0.62,1274,-3%,-2.3%,1.1%,-2%,1.0%
NC(=O)c1ccc(NS(=O)(=O)c2ccc3ccccc3c2)cc1,.,.,10%,.,.,3%,.,-0.2%,.,18%
CCOc1ccccc1N(CC(=O)NCc1ccco1)C(=O)CCC(=O)Nc1nccs1,.,.,8%,.,.,-3%,.,-0.8%,.,5.4%
CNC(=S)Nc1ccc(Nc2ccccc2)cc1,0.9,8%,12µM*,.,.,5%,0.8%,-1.0%,-1%,-1.5%
COc1ccc(N2CCN(C(=O)c3ccc(CSc4ccccc4)cc3)CC2)cc1,1.2,25%,2%,0.22,1271,20%,20%,-0.5%,21%,2.1%
Cn1cnnc1SCNC(=O)C(F)(F)F,1.1,-7%,-7%,.,.,-5%,2.1%,0.2%,-10%,0.1%
C=CCN1C(=O)CSc2ccc(C(=O)N3CCC(C)CC3)cc21,1.1,9%,6%,-0.35,1555,-2%,-0.3%,-0.3%,8%,-0.5%
CN(C(=O)c1ccc2c(c1)CCO2)C(C)(C)C,.,.,11%,0.71,1075,0%,.,0.1%,.,2.1%
COc1ccc(OC)c(CNc2ccc3c(c2)CCC3)c1,.,.,26%,.,.,11%,.,-0.7%,.,10%
CNC(=O)NC(=O)C(C)OC(=O)c1cc2c(s1)CCCCC2 (centres undefined),1.1,23%,11%,-0.22,1609,8%,0.1%,.,12%,3.1%
COc1ccc(C(=O)CSc2nnc(CNc3ccc(C)cc3C)o2)cc1,1.1,7%,10%,-0.8,1310,-18%,.,-0.2%,7%,1.1%
CCCCc1nnc(NC(=O)c2ccc3[nH]c(=O)c(=O)[nH]c3c2)s1,.,.,10%,.,.,12%,.,-0.3%,.,-0.4%
c1ccc2c(c1)nc(NCC1CCCO1)c1nnnn12 (centres undefined),1.1,8%,1%,0.96,1194,-2%,-0.9%,-0.1%,11%,2.7%
COc1cc(C(=S)N2CCC(C)CC2)ccc1O,1.1,-2%,35%,.,.,-7%,4.9%,-0.3%,6%,1.3%

# Arranged by formula weight (descending): some entries from above.
SMILES,TNAP activation fold,PMI inhibition,SV40 large T antigen,Ins promoter up,Ins promoter up cell count,PhoP inhibition,ER stress rescue,West Nile antiviral,human PMI inhibition,RSV CPE inhibition
COc1cc(-c2nnc(-c3cc(OC)c(OC)c(OC)c3)o2)cc(OC)c1OC,1.1,5%,7%,-0.35,1232,0%,-0.5%,0.3%,8%,5.5%
CC(C)=CCN1CCN(Cc2ccc(Oc3ncccn3)cc2)CC1CCO (centres undefined),1,11%,1%,.,.,8%,0.6%,-0.8%,10%,0.3%
CC(=O)c1cccc(NC(=O)Nc2cnn(Cc3ccc(F)cc3)c2)c1,1,-4%,0%,0.32,1118,10%,-1.1%,-0.6%,-4%,.
NC(=O)c1ccc(NS(=O)(=O)c2ccc3ccccc3c2)cc1,.,.,10%,.,.,3%,.,-0.2%,.,18%
CC(=O)c1ccc(OCCCC(=O)n2nnc3ccccc32)cc1,1,1%,4%,0.4,982,-16%,-0.6%,0.1%,-2%,-0.5%
COc1cccc(-c2nn3c(-c4cccc(C)c4)nnc3s2)c1,1.1,12%,9%,0.12,1339,4%,.,-0.6%,2%,1.8%
CCCC(=O)Nc1ccc2oc(-c3cccnc3)nc2c1,1,11%,-1%,-0.62,1748,-1%,-2.6%,0.3%,4%,0.7%
c1ccc2c(c1)nc(NCC1CCCO1)c1nnnn12 (centres undefined),1.1,8%,1%,0.96,1194,-2%,-0.9%,-0.1%,11%,2.7%
COc1cc(C(=S)N2CCC(C)CC2)ccc1O,1.1,-2%,35%,.,.,-7%,4.9%,-0.3%,6%,1.3%
O=C(c1ccco1)N1CCC(c2ccccc2)C1 (centres undefined),0.8,-6%,18%,1.2,1293,9%,.,0.7%,-14%,-0.3%
COC(=O)c1ccc(/C=N/n2cnnc2)cc1,1.1,0%,2%,0.17,1036,3%,0.3%,-0.1%,-4%,2.5%

# (continued)
SMILES,TNAP activation fold,PMI inhibition,SV40 large T antigen,Ins promoter up,Ins promoter up cell count,PhoP inhibition,ER stress rescue,West Nile antiviral,human PMI inhibition,RSV CPE inhibition
COc1ccc(-c2nnc(SCC(=O)NCc3ccco3)n2C)cc1,1.1,6%,3%,0.17,876,9%,2.2%,-0.3%,16%,1.8%
COc1ccc(OCC(O)Cn2cnc(-c3ccc(Br)cc3)c2)cc1 (centres undefined),1,13%,5%,.,.,-7%,-1.2%,-0.9%,12%,0.0%
O=C(Cn1cnc2cc([N+](=O)[O-])ccc2c1=O)NC(=O)NCc1ccccc1,.,.,13%,0.49,923,.,.,-0.1%,.,1.9%
CCCc1nnc(NC(=O)CCC(=O)N2CCN(C3CCCC3)CC2)s1,.,.,20%,.,.,2%,.,-1.2%,.,0.3%
Cc1cc(C)c2c(N)c(C(=O)Nc3ccccc3F)sc2n1,.,.,8%,.,.,-6%,.,-0.2%,.,0.0%
COc1cc(COC(=O)c2cnc(C)cn2)c(OC)cc1Br,.,.,2%,.,.,1%,.,0.2%,.,0.8%
O=S(=O)(c1ccc(Br)s1)N1CCN(Cc2ccc3c(c2)OCO3)CC1,1,15%,8%,0.04,876,-9%,2.8%,-0.2%,20%,1.0%
Cn1ccsc1=NC(=O)c1ccc(Cl)cc1,1.1,9%,9%,-0.26,1477,7%,-0.7%,-0.3%,8%,4.8%
COC(=O)CCCCCCCCC(O)CN1CCCCC1 (centres undefined),1,-5%,12%,0.05,1258,-9%,-0.4%,-0.1%,-14%,2.7%
COc1ccc(S(=O)(=O)N2CCN(C)CC2)cc1C(=O)Nc1ccccc1,.,.,8%,.,.,0%,.,-1.2%,.,1.2%
NNC(=O)c1ccc(Cn2cc(Br)c(N)n2)cc1,.,.,6%,-0.13,1411,-6%,.,0.5%,.,0.5%
O=C(CC12CC3CC(CC(Br)(C3)C1)C2)Nc1cccc(S(=O)(=O)NC2=NCCC2)c1,1.1,-13%,28%,0.11,1244,-5%,-0.5%,-0.1%,-17%,1.6%
COC(=O)CCNc1ccc2c(c1)OCCO2,1,38%,23%,0.25,1217,1%,-2.1%,0.1%,21%,-1.2%
CC(C)N(CC#CCC(O)(c1ccccc1)C1CCCC1)CCO (centres undefined),1,-2%,.,0.88,1504,.,-1.9%,-1.1%,58%*,-1.4%
C=CCNC(=O)c1ccccc1NS(=O)(=O)c1ccc(OC)c(C(=O)N2CCOCC2)c1,.,.,6%,.,.,-4%,.,0.1%,.,2.3%
Cc1nc(NC(=O)CSc2cc(C)c3ccccc3n2)c(Cl)cc1Cl,1.1,-25%,-1%,0.56,1470,17%,-2.1%,-0.9%,-18%,43%
CCn1cc(C(=O)NCCC(C)C)c(=O)c2cc(F)c(N3CCN(C(=O)c4ccco4)CC3)cc21,.,.,4%,.,.,-3%,.,0.4%,.,0.8%
CC/C(C)=C1\SC(N2CCOCC2)=NC1=O,1.1,4%,-5%,-0.35,934,-1%,0.8%,0.3%,1%,1.0%
Cc1ccc(NS(=O)(=O)c2ccc(Cl)s2)cc1S(=O)(=O)N(C)C,1.1,6%,-4%,0.15,1213,-6%,-2.4%,0.8%,-2%,9.5%
COCCN1C(=O)C(=O)/C(=C(/O)c2ccc(S(=O)(=O)N3CCOCC3)cc2)C1c1cccc(O)c1 (centres undefined),.,.,18%,-0.22,1004,0%,.,1.4%,.,-0.2%
CCN1CCN(C(=O)CN2C(=O)c3cccc4cccc2c34)CC1,1,8%,10%,0.88,1310,-2%,-1.3%,-0.1%,6%,3.1%

# Compound activity deposited in PubChem by several laboratories.
